CRFR2-BP ag – agonists of human CRF-binding protein/CRF-R2 receptor complex | activation, % at 13.2 µM | HEK293 CRF-R2/CRF-BP, calcium dye fluorescence (FLIPR); percent of saturating CRF peptide response | 0.46% of 350,000 active | AID 588473;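 active means activation of at least 50%, plus an integration ratio under a set limit after plate pattern correction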;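 further: plate controls were neutral control wells without compound for no effect and CRF at EC100 for full effect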
M5 ag – CHRM5 agonism in calcium assay; activation, % at 3 µM; 0.19% of 360,000 active; CHO-K1 hM5 cells, Fluo-8 calcium fluorescence; 0% DMSO wells, 100% maximal acetylcholine response; P08912;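 active means activation above the run's mean over test compounds plus 3 SD, cut at about 23% in these data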;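 further: signal is peak over basal fluorescence ratio across the kinetic read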
Target sequence (P08912 whole entry, looked up): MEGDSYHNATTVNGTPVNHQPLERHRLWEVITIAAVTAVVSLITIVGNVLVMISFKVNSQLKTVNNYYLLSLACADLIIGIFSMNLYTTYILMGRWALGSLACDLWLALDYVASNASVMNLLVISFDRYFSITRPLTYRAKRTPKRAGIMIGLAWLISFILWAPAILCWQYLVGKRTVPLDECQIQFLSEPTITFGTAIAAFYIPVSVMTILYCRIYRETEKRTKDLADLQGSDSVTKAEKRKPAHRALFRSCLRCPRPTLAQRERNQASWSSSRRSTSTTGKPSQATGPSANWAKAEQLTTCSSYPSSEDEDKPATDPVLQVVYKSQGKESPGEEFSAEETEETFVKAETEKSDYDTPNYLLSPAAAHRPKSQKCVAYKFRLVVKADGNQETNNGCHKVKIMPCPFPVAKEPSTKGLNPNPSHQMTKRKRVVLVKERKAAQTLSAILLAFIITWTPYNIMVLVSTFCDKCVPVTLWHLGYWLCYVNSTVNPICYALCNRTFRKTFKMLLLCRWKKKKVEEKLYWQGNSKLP
CRFR2-BP antag – CRF-BP/CRF-R2 complex antagonism. HEK293 CRF-R2/CRF-BP, CRF-induced calcium fluorescence. inhibition, % at 11.8 µM. 0.59% of 350,000 active. AID 588475;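 active means inhibition of the ligand-induced calcium signal above about 50% at the single tested concentration, limit read from the data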
CHRM4 antagonist – CHRM4 antagonism in calcium assay | CHO-hM4 cells, ACh EC80, Fluo-8 calcium fluorescence | inhibition, % at 3 µM | 0.73% of 360,000 active | AID 624125;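 active means inhibition above its plate's cutoff, the mean inhibition of sample wells plus 3 SD, cut at about 27% in these data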;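 further: 0% = acetylcholine EC80 with DMSO and 100% = DMSO without agonist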
M4 ag – CHRM4 agonism in calcium assay. P08173. CHO-K1 hM4/Gqi5, Fluo-8 calcium fluorescence; vehicle 0%, full acetylcholine response 100%. activation, % at 3 µM. 0.14% of 360,000 active. AID 624127;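 active means activation above the run mean over all test wells plus 3 SD, cut at about 32% in these data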;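 further: peak over basal fluorescence ratio per well then scaled between controls; 0% = DMSO wells and 100% = acetylcholine at EC100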
CHRM5 antagonist – antagonists of human muscarinic M5 receptor (CHRM5) | 0.59% of 360,000 active | CHO-hM5 cells, Fluo-8 calcium fluorescence, ACh EC80 | inhibition, % at 3 µM | P08912;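 active means inhibition above a per-plate cutoff, the mean of that plate's test compounds plus 3 SD, cut at about 27% in these data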;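 further: 0% = acetylcholine EC80 with DMSO and 100% = DMSO without agonist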
M1 PAM – positive allosteric modulators of human M1 muscarinic receptor | P11229 | CHO-K1 hM1, Fluo-8 calcium fluorescence, ACh EC20; 0% = ACh EC20, 100% = maximal ACh | activation, % at 3 µM | 0.088% of 360,000 active | AID 588819; in the data active means activation above about 19%, passing the limit was not always enough
Target sequence (P11229 whole entry, looked up): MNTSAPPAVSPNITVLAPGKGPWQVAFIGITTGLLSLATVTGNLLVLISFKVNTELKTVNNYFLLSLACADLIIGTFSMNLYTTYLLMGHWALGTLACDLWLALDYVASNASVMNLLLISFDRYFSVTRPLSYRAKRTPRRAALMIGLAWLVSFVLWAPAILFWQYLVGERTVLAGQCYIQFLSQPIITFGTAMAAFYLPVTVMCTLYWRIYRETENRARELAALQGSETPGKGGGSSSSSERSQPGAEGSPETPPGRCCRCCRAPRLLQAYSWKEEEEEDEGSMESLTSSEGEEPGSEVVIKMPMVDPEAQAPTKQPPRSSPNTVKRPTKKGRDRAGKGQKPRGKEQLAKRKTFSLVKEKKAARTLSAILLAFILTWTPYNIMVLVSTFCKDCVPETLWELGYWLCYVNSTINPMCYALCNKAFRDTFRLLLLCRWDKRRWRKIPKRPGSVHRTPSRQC
CHRM5 PAM – positive allosteric modulators of human muscarinic M5 receptor | 0.3% of 360,000 active | P08912 | activation, % at 3 µM | CHO-K1 hM5, Fluo-8 calcium, ACh EC20 PAM; 0% = ACh EC20, 100% = ACh EC100;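 active means activation above the run cutoff, the mean activation of all test compounds plus 3 SD, cut at about 18% in these data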
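Assay system: CHO-K1 hM5 cells / Incubation: Fluo-8 loading 80 min at 37 °C plus 30 min room temperature / Technique: Fluo-8 calcium dye fluorescence, kinetic read / Repeats: single replicate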
M4 PAM – CHRM4 positive allosteric modulation. P08173. 0.4% of 360,000 active. AID 624126. activation, % at 3 µM. CHO-K1 hM4/Gqi5, Fluo-8 calcium fluorescence, ACh EC20; 0% = ACh EC20, 100% = maximal ACh;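 active means activation above its plate's cutoff, the mean activation of sample wells plus 3 SD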; further: some results filed as inactive read as strong as hits
* marks the source's active call; other numbers are inactive results; . = not tested or not shown.

SMILES | CRFR2-BP ag | M5 ag | CRFR2-BP antag | CHRM4 antagonist | M4 ag | CHRM5 antagonist | M1 PAM | CHRM5 PAM | M4 PAM
CCOC(=O)c1ccc(NC(=O)COc2ccc(S(=O)(=O)N3CCCC3)cc2)cc1 | -1.3 | 1 | -15 | 4 | 8 | 1 | -8 | -5 | -7
Cc1ccc(-c2nc(SCC(=O)Nc3cc(C)on3)c3c(=O)n(C)c(=O)n(C)c3n2)cc1 | 2.7 | -3 | 5 | 3 | 1 | 4 | 15 | 2 | 3
Cc1ccc(OS(=O)(=O)c2cn(C)c(=O)n(C)c2=O)cc1C | -0.5 | -16 | -4 | 9 | 2 | -3 | 5 | -9 | -9
O=C(Nc1cccc(C(F)(F)F)c1)c1cccc(NS(=O)(=O)c2ccc(Br)c(C(=O)O)c2)c1 | -1.4 | 8 | 5 | -10 | 1 | 2 | 5 | 3 | 7
O=C(Cc1ccc(NC(=O)C2CCN(C(=O)C3CCCC3)CC2)cc1)Nc1cccc(C(=O)N2CCCCC2)c1 | -1.7 | 0 | 3 | -7 | 0 | 5 | 7 | 0 | 6
COc1cc(NC(=O)C2(C)CCCN2C)cc(OC)c1OC (stereo not given) | . | -1 | . | 2 | 0 | 8 | 8 | -4 | -2
O=C(NCCCN1CCOCC1)c1ccc2ccccc2c1 | 0.5 | -3 | 2 | 11 | 1 | 11 | 1 | 0 | 2
O=C(NC1CCCCC1)C(c1ccncc1)N(C(=O)Cc1cccs1)c1ccccc1 (stereo not given) | -5.9 | -3 | -58 | 8 | 1 | -4 | 9 | 2 | -5
CC1(C)NC(=O)N(CC(=O)N2CCC(Cc3ccccc3)CC2)C1=O | -0.1 | -4 | 8 | 0 | 2 | 3 | 5 | -4 | 0
Cc1ccc(CNC(=O)CSc2nc3ccsc3c(=O)n2NC(=O)c2ccccc2)cc1 | 0.9 | -2 | 7 | -1 | 4 | -1 | -2 | 0 | -2
CC(=O)Nc1cccc(Oc2nc(NCCN(C)C)nc3ccsc23)c1 | . | -2 | . | -21 | 1 | -3 | 1 | -3 | 10
CCOC(=O)c1[nH]c(C)c(C(=O)c2cc(F)ccc2F)c1C | -2.2 | -4 | -6 | 1 | -2 | 8 | 3 | -3 | -3
COCCn1nnnc1C1(N(Cc2cc3cc(C)ccc3[nH]c2=O)CC2CCCO2)CCN(C)CC1 (stereo not given) | 0.9 | -6 | -1 | 0 | 0 | 4 | 7 | -8 | -4
CCN(CC(=O)NCc1cccs1)S(=O)(=O)c1ccccc1Cl | 0.4 | -2 | 2 | -7 | 1 | 10 | 0 | 3 | -2
COC(=O)c1ccc(C)c(NC(=O)CSc2nc3[nH]c(=O)cc(O)c3s2)c1 | -0.4 | 0 | -5 | -2 | 1 | -7 | 9 | 4 | 8
O=C(COC(=O)c1cccnc1Cl)Nc1cc(S(=O)(=O)N2CCOCC2)ccc1Cl | -2.2 | 4 | -11 | 0 | 5 | 6 | -2 | -2 | -3
OCC[C@H]1C[C@H](O)[C@@H](O)[C@]2(Cc3ccccc3O2)O1 | -0.2 | 5 | 5 | 1 | 1 | 5 | -2 | 9 | 6
COc1ccc(OC)c(NC(=O)Cc2csc(NC(=O)Nc3ccccc3OC)n2)c1 | -1.7 | 4 | 11 | -1 | 21 | 18 | 2 | -19 | -1
C=CCSC(=S)NC1CCS(=O)(=O)C1 (stereo not given) | -2.3 | 1 | -3 | -1 | 0 | 5 | -2 | 2 | -1
Cc1nc(SC2CC(=O)N(c3ccccc3)C2=O)nc2c1CCCC2 (stereo not given) | -3.8 | 3 | 3 | 6 | 3 | 8 | 6 | -5 | 0
O=C(O)c1ccc(-n2cccn2)nc1 | 1.1 | 3 | -1 | -3 | 0 | 4 | 10 | -1 | -2
CC(C)CNC(=O)COC(=O)c1cncc(Br)c1 | 7.4 | 1 | -10 | -5 | 2 | -12 | 4 | 2 | 8
CCN(C(=O)COC(=O)c1cc(S(=O)(=O)N(C)C)ccc1Cl)C1CCS(=O)(=O)C1 (stereo not given) | 3.7 | 1 | -2 | -8 | 1 | -1 | 6 | -1 | 1
COc1cccc(-c2ccc(=O)n(CC(=O)NCCN3CCOCC3)n2)c1 | -1.3 | 3 | -2 | 0 | 0 | -3 | 0 | -1 | 0
CCC(C)(C)NC(=O)C(c1ccccn1)N(C(=O)c1csnn1)c1ccc(C)c(C)c1 (stereo not given) | 0.0 | -1 | 3 | 1 | 4 | 13 | 8 | 8 | 8
Cc1cccc(C(=O)NNC2=CC(=O)CC(C)(C)C2)c1O | 2.0 | -3 | -1 | 17 | 1 | 12 | 8 | 1 | 4
N#CCCN(Cc1ccccc1)C(=O)Nc1ccc2c(c1)CCO2 | 4.1 | -2 | 5 | -6 | 1 | -2 | 8 | 5 | -8
O=C(c1ccc(C(=O)N2CCCc3ccccc32)s1)N1CCCc2ccccc21 | -0.2 | -3 | 5 | -2 | 0 | -1 | 0 | -6 | -2
CCOC(=O)CSc1nnc(CNC(=O)c2cccs2)n1-c1cccc(C)c1 | -0.9 | 2 | 13 | 1 | 0 | -2 | 6 | 1 | 0
CCN1CCCC1CNS(=O)(=O)c1ccc(F)c(Cl)c1 (stereo not given) | 2.9 | 1 | -11 | -8 | 1 | -4 | 15 | 4 | 0
C=CCn1c(C)cc(C(=O)COC(=O)C2CC(=O)N(CCc3ccc(OC)c(OC)c3)C2)c1C (stereo not given) | -0.3 | 2 | 3 | -5 | 4 | 4 | 2 | -4 | -1
CC1CN(C(=O)Nc2ccc(F)cc2)C2(CCCCCC2)O1 (stereo not given) | -0.4 | -3 | 9 | -5 | 1 | -1 | 14 | -5 | 7
Cc1cc(C(=O)COC(=O)CN(C)S(=O)(=O)c2ccc(Cl)cc2)c(C)n1CC1CCCO1 (stereo not given) | 0.9 | -5 | 8 | 4 | 2 | -2 | 2 | -4 | -7
COc1ccc2nc(NC(=O)C3CCN(S(=O)(=O)c4cccnc4)CC3)sc2c1 | -1.1 | 7 | 0 | -12 | 9 | 0 | 3 | -12 | -2
O/N=C/c1ccnc(SCc2ccccc2)n1 | 2.4 | 0 | -17 | -7 | 1 | 3 | 9 | -2 | 1
C/C(=N\NC(=O)c1ccccc1)c1nc2ccccc2n1C | 1.4 | 0 | -16 | -7 | 2 | -15 | 6 | 1 | 5
O=C(CN1CC(=O)Oc2ccccc21)OCC(=O)c1ccc(F)cc1 | 3.5 | 1 | 9 | 6 | 1 | 0 | 5 | -2 | -6
S=C1SCN(Cc2cccnc2)CN1Cc1ccccc1 | 3.8 | -11 | -16 | 3 | 2 | -1 | -3 | 3 | 0
Nc1nc(NCc2ccco2)nc(N2CCCC2)c1[N+](=O)[O-] | -0.5 | 2 | 0 | -5 | 1 | 8 | 0 | -1 | 6
O=C(NCc1ccco1)c1cccc(N2CCCC2=O)c1 | -0.6 | 3 | 8 | 3 | 1 | -1 | 14 | -1 | 1
Cc1cc(C)c(OCCN2CC(C)OC(C)C2)c(Br)c1 (stereo not given) | 0.7 | -5 | -4 | -29 | 0 | 3 | 5 | 23* | 20*
CC1(C(=O)NCc2ccccc2)CSCC(=O)N1C1CC1 (stereo not given) | . | 2 | . | -7 | 1 | 1 | . | 5 | 4
CC(=O)c1ccc(OC(C)C)c(CSC(=N)N)c1 | -0.6 | 1 | -11 | 3 | 0 | -1 | 10 | 3 | 0
CC1CCCC(C)N1C(=O)COC(=O)c1cccnc1Cl (stereo not given) | 0.1 | 0 | -5 | 1 | 2 | 3 | 8 | 1 | 1
CCN(CCO)c1ccc(NC(=S)Nc2cccc(S(=O)(=O)N(C)C)c2)cc1 | 4.4 | -3 | -8 | -3 | 2 | 1 | -4 | -3 | -3
Cc1ccccc1C(=O)N1CCC(C(=O)Nc2ccccc2Cl)CC1 | -0.8 | -5 | 0 | 7 | 1 | 7 | 2 | -3 | -1
O=C(Nc1ccon1)c1cnc2sccn2c1=O | 0.2 | -4 | -12 | 4 | 0 | 1 | 7 | -1 | -2
Cc1c(/C=N/Nc2ccc(F)cc2)c(O)n(C)c(=O)c1C#N | -0.5 | 2 | -3 | -5 | 1 | 0 | 13 | 4 | 10
O=C(Nc1ccccc1)/C(=C\c1ccc(F)cc1)NC(=O)c1ccco1 | 1.0 | -1 | -4 | 2 | 1 | 8 | 5 | 0 | -1
CCCCN1CCS(=O)(=O)N(Cc2ccccc2Br)CC(C(=O)OC)C1 (stereo not given) | -0.9 | -2 | -1 | -2 | 0 | 8 | 1 | -6 | -3
Cc1ccc(Oc2nnc(-c3cccs3)c3ccccc23)cc1C | 0.0 | 0 | -32 | 1 | 0 | 4 | -4 | -1 | -4
CN(C(=S)Nc1ccc(SC(F)F)cc1)C(c1ccccc1)c1ccccc1 | 5.3 | -3 | 28 | 19 | 9 | 12 | -27 | -15 | -19

An excerpt from above in order of formula weight, largest number first.
SMILES | CRFR2-BP ag | M5 ag | CRFR2-BP antag | CHRM4 antagonist | M4 ag | CHRM5 antagonist | M1 PAM | CHRM5 PAM | M4 PAM
COc1ccc(OC)c(NC(=O)Cc2csc(NC(=O)Nc3ccccc3OC)n2)c1 | -1.7 | 4 | 11 | -1 | 21 | 18 | 2 | -19 | -1
CCN(CCO)c1ccc(NC(=S)Nc2cccc(S(=O)(=O)N(C)C)c2)cc1 | 4.4 | -3 | -8 | -3 | 2 | 1 | -4 | -3 | -3
Cc1ccc(Oc2nnc(-c3cccs3)c3ccccc23)cc1C | 0.0 | 0 | -32 | 1 | 0 | 4 | -4 | -1 | -4
COc1cc(NC(=O)C2(C)CCCN2C)cc(OC)c1OC (stereo not given) | . | -1 | . | 2 | 0 | 8 | 8 | -4 | -2
C/C(=N\NC(=O)c1ccccc1)c1nc2ccccc2n1C | 1.4 | 0 | -16 | -7 | 2 | -15 | 6 | 1 | 5
O=C(Nc1ccon1)c1cnc2sccn2c1=O | 0.2 | -4 | -12 | 4 | 0 | 1 | 7 | -1 | -2

No enrichment for hits; overall some 2.6% were active at least once.
